PME-1 inh: PME-1 (human) inhibition; recombinant PME-1, FP-Rh probe fluorescence polarization; AID 2130; inhibition, % at 5.9 µM; 320,000 compounds, 0.53% hits;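 active = inhibition above the campaign mean of all compounds plus 3 SD, cut at about 26% in these data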;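 note: competitive labeling of PME-1 active site by serine hydrolase directed probe; 0% = PME-1 with DMSO and 100% = wells lacking PME-1 enzyme; inhibitors block probe labeling so polarization falls and inhibition rises; many of its hits are not listed in these tables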
pPAFAH inh: pPAFAH (human) enzyme inhibition; Q13093; recombinant pPAFAH, FP-rhodamine probe fluorescence polarization; inhibition, % at 3.39 µM; 330,000 compounds, 1.5% hits;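 active = inhibition above the mean inhibition across the screen plus 3 SD, cut at about 25% in these data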;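 note: inhibitors block binding of the rhodamine activity-based probe so polarization drops; 0% = enzyme with DMSO and 100% = wells lacking pPAFAH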
MEX-5 binding: C. elegans MEX-5 TCR-2 RNA binding activity | Q9XUB2 | MEX-5/FITC-TCR2 RNA binding, fluorescence polarization; stronger effect = lower value | activity score (negative = inhibition of binding), % at 10 µM | 300,000 compounds, 0.38% hits | AID 1832;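 active = inhibition past about -25% in most replicates, and total fluorescence under double the plate's negative control median, limit read from the data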;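 note: 0% = DMSO and -100% = 5 µM competing unlabeled TCR2 RNA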
Target sequence (Q9XUB2 whole entry, looked up): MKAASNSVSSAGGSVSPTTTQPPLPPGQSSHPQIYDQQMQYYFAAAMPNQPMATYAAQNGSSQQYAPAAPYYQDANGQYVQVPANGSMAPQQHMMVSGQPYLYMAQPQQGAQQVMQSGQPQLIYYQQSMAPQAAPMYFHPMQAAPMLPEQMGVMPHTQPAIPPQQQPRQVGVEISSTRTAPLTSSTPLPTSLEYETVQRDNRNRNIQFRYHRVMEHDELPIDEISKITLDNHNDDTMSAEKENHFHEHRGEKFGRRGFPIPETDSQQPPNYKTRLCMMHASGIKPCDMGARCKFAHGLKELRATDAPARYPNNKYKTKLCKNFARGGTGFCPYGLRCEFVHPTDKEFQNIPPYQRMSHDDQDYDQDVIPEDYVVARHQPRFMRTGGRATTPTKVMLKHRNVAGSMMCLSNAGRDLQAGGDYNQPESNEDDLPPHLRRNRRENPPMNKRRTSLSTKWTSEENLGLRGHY
BCLXL inh: inhibitors of human Bcl-xL; 320,000 compounds, 0.7% hits; AID 2129; Q07817; GST-Bcl-xL / FITC-Bim BH3 peptide fluorescence polarization; inhibition, % at 10.9 µM;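 active = inhibition above the mean of all tested compounds plus 3 SD, cutoff set per campaign, cut at about 30% in these data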;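 note: 0% = DMSO wells and 100% = unlabeled Bim-BH3 peptide competitor; inhibitors lower millipolarization by displacing the labeled peptide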
Target sequence (Q07817 whole entry, looked up): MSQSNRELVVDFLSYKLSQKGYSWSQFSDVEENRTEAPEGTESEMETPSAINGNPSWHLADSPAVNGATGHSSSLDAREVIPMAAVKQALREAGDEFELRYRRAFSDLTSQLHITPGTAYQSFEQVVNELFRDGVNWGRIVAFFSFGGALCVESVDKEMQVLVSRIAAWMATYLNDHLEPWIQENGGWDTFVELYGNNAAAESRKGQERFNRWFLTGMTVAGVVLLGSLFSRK
Fam108B inh: Fam108B inhibition, counter-screen for RBBP9 inhibitors; inhibition, % at 9.51 µM; 300,000 compounds, 0.33% hits; recombinant Fam108B, FP-Rh probe fluorescence polarization;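 active = inhibition above the screen mean inhibition plus 3 SD, computed separately per campaign, cut at about 18% in these data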;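 note: inhibitors lower polarization as less probe binds the enzyme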
PAFAH1B2 FP inh: blocks human PAF acetylhydrolase 1b catalytic subunit 2; P68402; recombinant PAFAH1B2, FP-rhodamine activity probe, fluorescence polarization; inhibition, % at 3.39 µM; 340,000 compounds, 1.2% hits; AID 492953;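 active = inhibition above the mean of all tested compounds plus 3 SD, cut at about 24% in these data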;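 note: 0% = enzyme with DMSO and 100% = wells lacking PAFAH1B2; many of its hits are not listed in these tables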
GLD-1 RNA inh: GLD-1-TGE RNA interaction inhibition (C. elegans). Q17339. purified GLD-1 + fluorescein TGE RNA, fluorescence polarization. inhibition, % at 5.96 µM. 320,000 compounds, 0.44% hits;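 active = percent inhibition above a per-plate cutoff, the plate mean of test compounds plus 3 SD, cut at about 30% in these data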;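 note: 0% = DMSO wells with GLD-1 and probe and 100% = wells lacking GLD-1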
AHR act: activates the human aryl hydrocarbon receptor | 320,000 compounds, 2.5% hits | activation, % at 5 µM | AHR-responsive luciferase reporter cells, luminescence | P35869; in the data active = activation above about 47%;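 note: 0% = vehicle wells and 100% = reference agonist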
MCL1 BIM primary: MCL1-BIM-BH3 interaction inhibition (human); Q07820; inhibition, % at 10.9 µM; AID 2057; 320,000 compounds, 0.68% hits; GST-MCL1 / FITC-Bim-BH3 fluorescence polarization;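 active = inhibition above the mean inhibition of all tested compounds plus 3 SD, set per campaign, cut at about 40% in these data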;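 note: 0% = DMSO wells and 100% = unlabeled Bim-BH3 peptide control; higher means more loss of mP so more displacement of Bim peptide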
Starred values were filed as active, the others as inactive; . = no result given.

| entry | mol | PME-1 inh | pPAFAH inh | MEX-5 binding | BCLXL inh | Fam108B inh |
| --- | --- | --- | --- | --- | --- | --- |
| 1 | O=C1/C(=C\c2cccs2)N=C(c2cccs2)N1Nc1ccccc1 | 2 | 3 | -6.2 | -3 | 5 |
| 2 | COC1(OC)C(/C=C/c2ccc(C)cc2)C(C#N)(C#N)C1(OC)OC (stereo unspecified) | -2 | 8 | 3.9 | -2 | -2 |
| 3 | CC1Cc2nc(SCC(=O)Nc3nccs3)n(Cc3ccccc3)c(=O)c2S1 (stereo unspecified) | 13 | 3 | 1.1 | 8 | -3 |
| 4 | CC(=O)N1Cc2ccccc2C(C)CC12CCCC2 (stereo unspecified) | 2 | 2 | 2.9 | 4 | -6 |
| 5 | CN(C)CCOC(=O)C12CC3CC(CC(C3)C1)C2 | -1 | 5 | 0.1 | -4 | 0 |
| 6 | Cc1cc(=O)cc(C)n1-c1ccccc1N | -2 | 2 | 0.5 | 4 | 4 |
| 7 | O=C1C(Cl)=C(Nc2ccccc2O)C(=O)N1CCc1ccccc1 | 0 | 19 | -5.9 | 6 | -6 |
| 8 | O=C(CSc1nnc(NC2CCCCC2)s1)NC1CCS(=O)(=O)C1 (stereo unspecified) | 0 | 3 | 0.7 | 3 | 2 |

| entry | PAFAH1B2 FP inh | GLD-1 RNA inh | AHR act | MCL1 BIM primary |
| --- | --- | --- | --- | --- |
| 1 | -4 | 10 | -4 | -12 |
| 2 | -2 | -20 | -1 | -15 |
| 3 | 5 | 4 | 5 | 3 |
| 4 | 6 | -4 | -1 | 13 |
| 5 | 5 | 1 | -1 | -2 |
| 6 | 4 | 4 | -2 | 11 |
| 7 | 6 | 7 | 23 | 1 |
| 8 | -3 | -4 | 2 | 2 |

Later entries
| entry | mol | PME-1 inh | pPAFAH inh | MEX-5 binding | BCLXL inh | Fam108B inh |
| --- | --- | --- | --- | --- | --- | --- |
| 9 | COc1ccc(NC(=O)CC2C(=O)N(c3ccccc3)C(=O)N2CCc2cccs2)cc1 (stereo unspecified) | -8 | 2 | -0.6 | 2 | -3 |
| 10 | COc1cccc(-n2c(=O)c3sccc3n(CC(=O)NC3CCCC3)c2=O)c1 | 0 | -1 | -2.1 | 0 | 1 |
| 11 | S=C(Nc1ccc2c(c1)OCO2)Nc1ccccc1Cl | 6 | -1 | -0.6 | 8 | 2 |
| 12 | COc1ccc(CNC(=O)COc2ccc(S(=O)(=O)N3CCOCC3)cc2C)cc1 | -1 | 2 | -2.2 | -2 | 3 |
| 13 | OCCC1CN(C/C(Cl)=C/c2ccccc2)CCN1C1CCCC1 (stereo unspecified) | -3 | 1 | -3.7 | 4 | 1 |
| 14 | CC(Sc1ccc(Cl)cc1)C(=O)NNC(=O)c1csc(N2CCOCC2)n1 (stereo unspecified) | 5 | -2 | 1.7 | -5 | 1 |
| 15 | CC1=C(CC(=O)c2ccc(Cl)cc2)C(=O)c2ccccc2C1=O | 5 | 28* | 0.4 | 8 | 6 |
| 16 | Cc1cc(C2C(=O)CC(=O)CC2c2ccccc2)on1 (stereo unspecified) | 0 | 7 | -0.6 | 2 | 2 |

| entry | PAFAH1B2 FP inh | GLD-1 RNA inh | AHR act | MCL1 BIM primary |
| --- | --- | --- | --- | --- |
| 9 | 0 | -1 | 0 | 15 |
| 10 | -1 | -1 | 0 | 4 |
| 11 | 3 | 15 | 16 | 6 |
| 12 | 11 | 2 | -1 | 0 |
| 13 | 1 | 4 | 0 | 9 |
| 14 | 2 | -2 | -2 | -5 |
| 15 | 6 | 5 | 55* | 12 |
| 16 | 7 | -1 | 1 | 1 |

Next results:
| entry | mol | PME-1 inh | pPAFAH inh | MEX-5 binding | BCLXL inh | Fam108B inh |
| --- | --- | --- | --- | --- | --- | --- |
| 17 | O=C(C1CCCO1)N1CCN(C(=S)Nc2cccc(Cl)c2)CC1 (stereo unspecified) | -1 | -3 | 0.4 | 0 | 4 |
| 18 | COc1cc(/C=N/NC(=O)c2cc(C34CC5CC(CC(C5)C3)C4)[nH]n2)ccc1O | 15 | 10 | 1.4 | -2 | 21* |
| 19 | O=C(CN1C2CCCC1CC(NC(=O)C1CCCCC1)C2)Nc1ccccc1 (stereo unspecified) | 0 | 3 | 0.4 | -4 | 0 |
| 20 | Cc1cc(=O)n2c(C)n[nH]c2n1 | 3 | 3 | 3.9 | 3 | -4 |
| 21 | O=C1COc2ccc(C(=O)COC(=O)CNC(=O)c3ccccc3)cc2N1 | -17 | -3 | -2.0 | -4 | 5 |
| 22 | COC(=O)COc1ccc(S(=O)(=O)NCc2ccc3c(c2)OCO3)cc1 | -3 | -4 | 1.6 | 9 | 5 |
| 23 | COc1ccc(OC)c(S(=O)(=O)NCC(=O)O)c1 | 0 | -2 | 2.6 | 4 | 2 |
| 24 | COc1cc(NC(=O)Cc2ccccc2)ccc1NC(=O)Cc1ccccc1 | 5 | 2 | 4.2 | 3 | -2 |

| entry | PAFAH1B2 FP inh | GLD-1 RNA inh | AHR act | MCL1 BIM primary |
| --- | --- | --- | --- | --- |
| 17 | 0 | 0 | 2 | 6 |
| 18 | 30* | 0 | 6 | 2 |
| 19 | 2 | 2 | 0 | -11 |
| 20 | 0 | -12 | 1 | -1 |
| 21 | 6 | 1 | 4 | -3 |
| 22 | 9 | 0 | 0 | 6 |
| 23 | 3 | 5 | -1 | 0 |
| 24 | 1 | 4 | 0 | 8 |

Continued:
| entry | mol | PME-1 inh | pPAFAH inh | MEX-5 binding | BCLXL inh | Fam108B inh |
| --- | --- | --- | --- | --- | --- | --- |
| 25 | COc1ccc(C(=O)CSc2nnn(-c3cccc(NC(C)=O)c3)n2)cc1 | -1 | -1 | -3.6 | 0 | -2 |
| 26 | CN(C)S(=O)(=O)c1cccc(NC(=O)CCc2nc3cc(S(=O)(=O)N4CCOCC4)ccc3n2C)c1 | 9 | 4 | 2.4 | 11 | 6 |
| 27 | Cc1ccccc1Nc1nnc(SCC(=O)NCc2cccs2)s1 | 12 | 12 | -0.9 | -7 | -3 |
| 28 | O=C(COC(=O)C12CC3CC(CC(Br)(C3)C1)C2)Nc1cccnc1Cl | -3 | 0 | 2.2 | 5 | 1 |
| 29 | Cc1cc(NC(=O)C(C)Oc2ccc(Cl)cc2Cl)no1 (stereo unspecified) | -2 | 2 | -1.3 | 1 | 0 |

| entry | PAFAH1B2 FP inh | GLD-1 RNA inh | AHR act | MCL1 BIM primary |
| --- | --- | --- | --- | --- |
| 25 | . | 2 | 1 | 1 |
| 26 | 6 | 10 | 2 | 6 |
| 27 | 0 | 0 | 4 | 0 |
| 28 | 32* | 12 | 2 | 8 |
| 29 | 2 | -10 | 0 | -4 |

Structural class: the compounds so far with four or more nitrogen atoms (8)
| entry | mol | PME-1 inh | pPAFAH inh | MEX-5 binding | BCLXL inh | Fam108B inh |
| --- | --- | --- | --- | --- | --- | --- |
| 3 | CC1Cc2nc(SCC(=O)Nc3nccs3)n(Cc3ccccc3)c(=O)c2S1 (stereo unspecified) | 13 | 3 | 1.1 | 8 | -3 |
| 8 | O=C(CSc1nnc(NC2CCCCC2)s1)NC1CCS(=O)(=O)C1 (stereo unspecified) | 0 | 3 | 0.7 | 3 | 2 |
| 14 | CC(Sc1ccc(Cl)cc1)C(=O)NNC(=O)c1csc(N2CCOCC2)n1 (stereo unspecified) | 5 | -2 | 1.7 | -5 | 1 |
| 18 | COc1cc(/C=N/NC(=O)c2cc(C34CC5CC(CC(C5)C3)C4)[nH]n2)ccc1O | 15 | 10 | 1.4 | -2 | 21* |
| 20 | Cc1cc(=O)n2c(C)n[nH]c2n1 | 3 | 3 | 3.9 | 3 | -4 |
| 25 | COc1ccc(C(=O)CSc2nnn(-c3cccc(NC(C)=O)c3)n2)cc1 | -1 | -1 | -3.6 | 0 | -2 |
| 26 | CN(C)S(=O)(=O)c1cccc(NC(=O)CCc2nc3cc(S(=O)(=O)N4CCOCC4)ccc3n2C)c1 | 9 | 4 | 2.4 | 11 | 6 |
| 27 | Cc1ccccc1Nc1nnc(SCC(=O)NCc2cccs2)s1 | 12 | 12 | -0.9 | -7 | -3 |

| entry | PAFAH1B2 FP inh | GLD-1 RNA inh | AHR act | MCL1 BIM primary |
| --- | --- | --- | --- | --- |
| 3 | 5 | 4 | 5 | 3 |
| 8 | -3 | -4 | 2 | 2 |
| 14 | 2 | -2 | -2 | -5 |
| 18 | 30* | 0 | 6 | 2 |
| 20 | 0 | -12 | 1 | -1 |
| 25 | . | 2 | 1 | 1 |
| 26 | 6 | 10 | 2 | 6 |
| 27 | 0 | 0 | 4 | 0 |

High-throughput results deposited in PubChem by several laboratories.

A portion of the library; count on the stated rates, not on these rows.
